# CXCR6 block – CXCR6 (human) receptor inhibition. O00574. CHO-K1 PathHunter CXCR6 beta-arrestin, luminescence. inhibition, % at 20 µM. AID 602244. 360,000 compounds, 0.36% hits; in the data active = inhibition above about 34%, passing the limit was not always enough;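 note: antagonist mode with CXCL16 agonist at 10 nM final; 0% = 10 nM CXCL16 with DMSO and 100% = unstimulated wells without agonist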
# CCR6 antag – CCR6 (human) receptor antagonism; inhibition, % at 20 µM; 340,000 compounds, 0.49% hits; AID 493098; CHO-K1 CCR6 PathHunter beta-arrestin, luminescence, CCL20-stimulated;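 active = compounds whose inhibition of the agonist-driven luminescence signal at 20 µM reaches about 50%, limit read from the data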;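 note: cells stimulated with CCL20 at 14 nM final; plate controls were DMSO with CCL20 for no effect and DMSO without agonist for full effect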
# Target sequence (P51684 whole entry, looked up): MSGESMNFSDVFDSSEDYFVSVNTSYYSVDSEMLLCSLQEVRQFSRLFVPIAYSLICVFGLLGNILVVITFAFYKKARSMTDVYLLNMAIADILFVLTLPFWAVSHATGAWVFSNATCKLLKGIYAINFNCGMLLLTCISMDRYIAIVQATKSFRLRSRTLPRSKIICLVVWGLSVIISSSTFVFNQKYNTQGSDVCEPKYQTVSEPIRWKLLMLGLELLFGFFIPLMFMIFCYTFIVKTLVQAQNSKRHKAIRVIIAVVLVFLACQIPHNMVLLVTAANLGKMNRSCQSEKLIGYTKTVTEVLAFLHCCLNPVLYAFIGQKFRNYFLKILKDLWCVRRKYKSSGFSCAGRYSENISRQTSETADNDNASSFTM
# APJ ag – agonists of human APJ apelin receptor; AID 2520; 330,000 compounds, 0.11% hits; P35414; activation, % at 20 µM; CHO-K1 APJ PathHunter beta-arrestin, luminescence; 0% DMSO wells, 100% apelin;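 active = activation more than six SD over the plate average, tested at 20 µM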;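 note: 0% = DMSO alone and 100% = apelin-13 at 10 nM; some results filed as inactive read as strong as hits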
# Target sequence (P35414 whole entry, looked up): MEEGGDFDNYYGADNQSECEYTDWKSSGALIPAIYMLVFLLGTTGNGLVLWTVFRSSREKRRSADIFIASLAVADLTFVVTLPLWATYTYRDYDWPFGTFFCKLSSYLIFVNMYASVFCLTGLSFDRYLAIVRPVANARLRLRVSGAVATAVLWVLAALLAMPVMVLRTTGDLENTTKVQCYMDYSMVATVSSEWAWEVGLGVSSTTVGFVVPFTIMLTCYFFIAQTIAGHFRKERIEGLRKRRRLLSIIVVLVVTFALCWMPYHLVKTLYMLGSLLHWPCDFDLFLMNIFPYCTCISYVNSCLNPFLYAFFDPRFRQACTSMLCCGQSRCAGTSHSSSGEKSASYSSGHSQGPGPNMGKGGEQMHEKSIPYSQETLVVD
#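 Test system: CHO-K1 APJ beta-arrestin complementation cell line. Amount: cell density 1000 per well. Controls: DMSO negative, 10 nM Apelin-13 positive. Signal: luminescent beta-gal fragment complementation, chemiluminescent substrate. Read-out basis: agonist-driven arrestin binding to APJ. Timing: compound stimulation 90 min at 25 °C, detection 60 min.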
# Gli-Sufu antag – antagonists of Gli-Sufu signaling; Sufu-KO-LIGHT fibroblasts, Gli luciferase reporter luminescence; inhibition, % at 5 µM; 340,000 compounds, 0.74% hits; AID 588413;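 active = inhibition above about 55%, limit read from the data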;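 note: 0% = DMSO-treated cells and 100% = wells with medium but no cells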
# ATG4B inhibitor – inhibitors of human ATG4B cysteine protease; Q9Y4P1; ATG4B cleavage of LC3-PLA2, NBD-HPC fluorescence, 1 h; inhibition, % at 8.33 µM; 340,000 compounds, 0.51% hits; AID 504462; in the data active = inhibition above about 40%
# EBI2 block – EBI2 (human) antagonism; 360,000 compounds, 0.81% hits; AID 651636; inhibition, % at 5 µM; EBI2 beta-arrestin recruitment, luminescence, 7a,25-OHC stimulated; in the data active = inhibition above about 38%;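 note: enzyme fragment complementation signal reports receptor beta-arrestin coupling in cells; 0% = agonist plus DMSO wells and 100% = wells without agonist; some results beyond the cut were filed as inactive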
# UBC13 polyUb – human UBC13 polyubiquitination inhibition; P61088; UBC13 polyubiquitin chain formation, TR-FRET; inhibition, % at 20 µM; 330,000 compounds, 0.47% hits; AID 485273; in the data active = inhibition above about 45%, passing the limit was not always enough
# Target sequence (P61088 whole entry, looked up): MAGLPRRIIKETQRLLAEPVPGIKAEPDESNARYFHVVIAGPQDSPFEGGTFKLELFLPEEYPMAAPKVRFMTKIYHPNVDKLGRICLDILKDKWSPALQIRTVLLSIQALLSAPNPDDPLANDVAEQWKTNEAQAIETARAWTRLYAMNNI
# APJ antag – APJ receptor antagonism; CHO-K1 APJ beta-arrestin complementation, luminescence; inhibition, % at 20 µM; 330,000 compounds, 0.32% hits;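 active = inhibition above about 40% at 20 µM, limit read from the data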;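 note: cells challenged with 10 nM apelin-13 agonist together with compound; plate controls were apelin-13 plus DMSO wells for no effect and DMSO wells lacking apelin-13 for full effect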
# * = called active by the depositor; · = no result given. Compounds were not picked by outcome; about 3% have a hit in one of these screens.
[1] Cc1cccc(CSc2nc3c(c(=O)[nH]2)CCCC3)c1
[2] OCC1(Cc2ccc(Cl)cc2)CCN(Cc2ccccc2F)CC1
[3] N#Cc1c(C#N)c(SSc2c(C#N)c(C#N)c(N)n2-c2ccccc2)n(-c2ccccc2)c1N
[4] CCOc1ccc(CN2C(=O)c3ccccc3C2=O)cc1C(=O)O
[5] O=C(c1ccc(NC(=S)NCc2ccc(Cl)cc2)cc1)N1CCCCC1
[6] COc1ccc(OC)c(/C=N/NC(=O)c2cc(-c3ccc(C)o3)nc3ccccc23)c1
[7] Cc1cc(C(=O)COc2cc(F)ccc2[N+](=O)[O-])c(C)n1C1CC1
[8] Nc1ncc2[nH]c(N)nc2n1
[9] CC(C)(Oc1ccc(Cl)cc1)C(=O)NC1CC1
[10] CCC(C)Oc1cc(-c2ccnc(Nc3cccc(Cl)c3)n2)ccn1 (stereo not drawn)
screen / no.,1,2,3,4,5,6,7,8,9,10
CXCR6 block,-1,-6,101*,-2,2,1,-1,-2,-1,-5
CCR6 antag,-6,-2,109*,1,-2,5,16,3,-3,0
APJ ag,-2,-2,·,-1,0,1,2,·,-5,-2
Gli-Sufu antag,0,8,5,13,18,1,-9,-4,-4,-8
ATG4B inhibitor,-5,-6,-4,-5,-5,-6,-4,2,-2,-7
EBI2 block,-16,2,-17,-12,-6,3,2,2,-5,12
UBC13 polyUb,-6,7,·,-5,6,6,3,·,1,7
APJ antag,-27,-8,·,13,-8,2,12,·,-26,11

# A second format for 2 compounds above:
# Second line of a record – CXCR6 block, CCR6 antag, APJ ag, Gli-Sufu antag, ATG4B inhibitor, EBI2 block, UBC13 polyUb, APJ antag
(9) CC(C)(Oc1ccc(Cl)cc1)C(=O)NC1CC1
    -1, -3, -5, -4, -2, -5, 1, -26
(7) Cc1cc(C(=O)COc2cc(F)ccc2[N+](=O)[O-])c(C)n1C1CC1
    -1, 16, 2, -9, -4, 2, 3, 12

# Going on with the list.
[11] CCCc1cc(=O)oc2cc(OCC(=O)N3C[C@H]4C[C@@H](C3)c3cccc(=O)n3C4)c(Cl)cc12
[12] O=C(Oc1ccc2c(c1)OCO2)c1cccs1
[13] O=C(COC(=O)c1ccc(Br)cc1)NC1CCCC1
[14] Cc1cccc(NC(=O)CCS(=O)(=O)c2cccc3nonc23)c1C
[15] COc1ccc(CNC(=O)C2CCCN(C(=O)Nc3ccc(OC)cc3)C2)cc1 (stereo not drawn)
[16] CCOc1ccccc1-c1nc(-c2ccc(NC(=O)c3ccc(Br)o3)cc2)no1
[17] Cc1ncc(CN2CCCC(C(=O)Nc3ccc(-c4ccco4)cc3)C2)n1C (stereo not drawn)
[18] COc1ccc(-c2nc(S(=O)(=O)c3ccccc3)c(N3CCOCC3)o2)cc1
[19] COc1ccc(CNC(=O)CCCn2nc(C)c([N+](=O)[O-])c2C)cc1
[20] CN(C)/C=C(/C(=O)c1ccc(Cl)cc1Cl)S(=O)(=O)c1ccccc1
screen / no.,11,12,13,14,15,16,17,18,19,20
CXCR6 block,-2,6,-3,-5,-4,·,-1,0,2,1
CCR6 antag,6,8,6,3,14,-12,-6,8,17,-1
APJ ag,-3,0,2,-2,0,3,-3,0,-1,-4
Gli-Sufu antag,-3,-3,-25,-28,-20,-35,3,8,1,-8
ATG4B inhibitor,-15,4,2,0,-4,-2,20,3,4,-6
EBI2 block,-9,6,-5,-3,34,·,-8,0,-3,3
UBC13 polyUb,-9,-2,5,-5,-3,-9,5,-10,13,3
APJ antag,-8,-3,9,-3,7,-17,4,8,-8,12

[21] CCC(C)(C)NC(=O)c1cccc(NC(=O)C(C)C)c1
[22] Cc1ccc(/C=N/NC(=O)c2ccccc2OCc2cccc(Br)c2)o1
[23] COCCn1nnnc1C(c1cccc(OC)c1OC)N1CCN(C(=O)c2ccco2)CC1 (stereo not drawn)
[24] COc1ccc(/C=C2/C(=O)N(CC3CCCO3)C(=S)N2C)c(OC)c1 (stereo not drawn)
[25] CCC(C)NC(=O)c1cc2c(=O)n3cccc(C)c3nc2s1 (stereo not drawn)
[26] CC1CCCN(Cc2nc3c(c(=O)n(C)c(=O)n3C)n2CC(N)=O)C1 (stereo not drawn)
[27] CSCCOC(=O)COc1ccc(/C=N/NC(=O)c2nn(C)cc2Cl)cc1
[28] Cc1cc(C)cc(OCc2nnc(SCC(=O)c3ccc(Br)cc3)o2)c1
[29] Cc1cc(C)cc(OCC(=O)O/N=C(\N)Cc2ccc([N+](=O)[O-])cc2)c1
[30] CCN1C(=O)c2cccc3c(S(=O)(=O)Nc4ccc(OC)cc4OC)ccc1c23
screen / no.,21,22,23,24,25,26,27,28,29,30
CXCR6 block,-3,-14,1,15,-2,-2,4,16,2,-1
CCR6 antag,2,34,-1,17,1,-4,-6,9,12,8
APJ ag,-1,1,-3,-3,-1,0,-1,-1,-2,1
Gli-Sufu antag,7,13,-19,1,3,-1,-1,2,4,15
ATG4B inhibitor,5,-2,-9,2,-2,0,-3,-11,-17,5
EBI2 block,0,4,2,11,2,-2,-4,11,12,-28
UBC13 polyUb,0,2,2,-10,12,-10,-13,-15,-1,-7
APJ antag,12,-33,0,9,16,7,-4,-3,7,5

[31] COCCNC(=S)NC1CC2CCCC(C1)N2Cc1ccco1 (stereo not drawn)
[32] O=C(C1CC(=O)N(c2ccc3c(c2)OCCO3)C1)N1CCN(c2ccccc2)CC1 (stereo not drawn)
[33] O=C(COC(=O)c1ccc(NS(=O)(=O)c2cccs2)cc1)NCc1ccco1
[34] Cc1ccc(NC(=O)c2cc(S(=O)(=O)NCCc3ccccc3)ccc2F)cc1Cl
[35] CC(NC(=O)C1CC=CCC1C(=O)O)C1CC2CCC1C2 (stereo not drawn)
[36] Cn1nc(-c2ccc(Cl)cc2)c2cc(C(=O)NC3CC3)sc21
[37] Cc1ccc(/C=N/NC(=O)c2nnn(-c3nonc3N)c2CSc2ccccc2)cc1
[38] COCCn1c(SCC(=O)Nc2ccc3c(c2)OCCO3)nnc1-c1c[nH]c2ccccc12
[39] CC(C)(C)NC(=O)CN1CCC(NC(=O)C23CC4CC(CC(C4)C2)C3)CC1
[40] O=C(NCCCN1CCCCCC1)C1CCCN(S(=O)(=O)c2cccc3nsnc23)C1 (stereo not drawn)
screen / no.,31,32,33,34,35,36,37,38,39,40
CXCR6 block,-7,1,-3,-4,-4,8,4,-1,-8,9
CCR6 antag,3,5,20,15,-9,2,4,-2,4,5
APJ ag,1,-6,-2,-2,-1,2,0,-3,-2,0
Gli-Sufu antag,2,3,-1,-3,4,-1,-1,3,19,12
ATG4B inhibitor,1,0,12,-7,-9,-3,-5,4,-5,-4
EBI2 block,-2,2,-3,12,-7,22,14,-8,-9,0
UBC13 polyUb,-2,2,19,11,0,9,-7,-10,-1,18
APJ antag,21,-12,9,-11,9,-14,-6,-2,-4,7

[41] COc1ccc(Br)cc1CN(C)C(=O)C1=CC=CN2CCS(=O)(=O)N=C12
[42] C/C(=N\N=C(/N)SC1CC(=O)N(c2ccccc2)C1=O)c1cccs1 (stereo not drawn)
[43] O=C(CNS(=O)(=O)c1ccc(F)c(Cl)c1)NCCc1ccccc1
[44] CC(=O)Nc1ccc(C(=O)CN2C(=O)NC3(CCCCCC3)C2=O)c(F)c1
[45] O=C(COc1ccc(S(=O)(=O)N2CCOCC2)cc1)Nc1ccc2c(c1)OCCO2
[46] CCOc1ccc(-c2nc(C#N)c(N3CCN(Cc4ccccc4)CC3)o2)cc1
[47] CCOC(=O)Nc1nnc(/C=C/c2ccc(OC)cc2)s1
[48] COc1ccc2oc(C(=O)OCC(=O)NC3CC3)c(C)c2c1
[49] CCOc1ccc(S(=O)(=O)NC2CCCC2)cc1C
[50] CCNc1nnc(-c2ccc(C)cc2)o1
screen / no.,41,42,43,44,45,46,47,48,49,50
CXCR6 block,3,1,3,-5,-2,3,-5,7,6,-12
CCR6 antag,13,-1,6,-1,-11,-1,-16,-1,12,3
APJ ag,1,1,-2,-2,0,-1,0,-8,-1,-2
Gli-Sufu antag,1,1,5,12,40,0,-26,0,8,-45
ATG4B inhibitor,4,-1,-5,-12,-11,-8,5,-8,5,-5
EBI2 block,0,-4,2,13,-1,27,39,-10,-17,-5
UBC13 polyUb,4,-13,3,-11,-1,19,5,4,-3,5
APJ antag,14,8,17,0,12,12,-19,1,7,-1

# Sorted by SMILES length (descending): part of the list above
[28] Cc1cc(C)cc(OCc2nnc(SCC(=O)c3ccc(Br)cc3)o2)c1
[36] Cn1nc(-c2ccc(Cl)cc2)c2cc(C(=O)NC3CC3)sc21
[8] Nc1ncc2[nH]c(N)nc2n1
screen / no.,28,36,8
CXCR6 block,16,8,-2
CCR6 antag,9,2,3
APJ ag,-1,2,·
Gli-Sufu antag,2,-1,-4
ATG4B inhibitor,-11,-3,2
EBI2 block,11,22,2
UBC13 polyUb,-15,9,·
APJ antag,-3,-14,·

# The results go on:
[51] COC(=O)c1ccc(N2CCN(C(C)=O)CC2)c(NC(=O)c2cccnc2)c1
[52] C=CCn1c(SCCN2CCCCC2)nc2c1c(=O)[nH]c(=O)n2C
[53] CCN(CC)S(=O)(=O)c1ccc(N2CCCC2)c(NC(=O)c2ccc(N3CCCC3=O)cc2)c1
[54] COc1ccc(Cl)cc1S(=O)(=O)N1CCN(c2ccc(F)cc2)CC1
[55] Cc1cccc(N=Nc2ccc(O)c3ncccc23)c1
[56] O=C(Nc1ncccn1)C12CC3CC(CC(C3)C1)C2
[57] O=C(O)C1C2C=CC(C2)C1C(=O)NCc1ccco1 (stereo not drawn)
[58] COc1ccc(CNC(=S)Nc2ccccc2C)cc1
[59] Cc1ccc2[nH]c(C(=O)O)c(-c3ccccc3)c2c1
[60] O=C(OCc1nnc(-c2ccccc2)o1)c1ccc([N+](=O)[O-])s1
screen / no.,51,52,53,54,55,56,57,58,59,60
CXCR6 block,6,-2,4,2,37,-5,-7,-1,3,-13
CCR6 antag,-5,12,-14,10,33,2,5,-6,8,-7
APJ ag,3,6,1,0,-12,3,-2,-6,2,1
Gli-Sufu antag,-2,8,4,8,-2,-2,-2,0,-2,-27
ATG4B inhibitor,-4,2,-8,-12,3,-4,-6,-2,-3,-59
EBI2 block,-3,-6,-10,2,32,7,-3,-18,-12,-16
UBC13 polyUb,6,3,6,6,-168,3,4,5,-5,-4
APJ antag,10,5,13,8,42*,-18,-1,7,4,-6

# Entries listed so far marked active in APJ antag.
no.	mol	CXCR6 block	CCR6 antag	APJ ag	ATG4B inhibitor	EBI2 block	UBC13 polyUb	APJ antag
55	Cc1cccc(N=Nc2ccc(O)c3ncccc23)c1	37	33	-12	3	32	-168	42*

# Returning to the listing, repeating the three entries before the break.
[58] COc1ccc(CNC(=S)Nc2ccccc2C)cc1
[59] Cc1ccc2[nH]c(C(=O)O)c(-c3ccccc3)c2c1
[60] O=C(OCc1nnc(-c2ccccc2)o1)c1ccc([N+](=O)[O-])s1
[61] CCOc1cc(CNc2ccc3c(c2)OCCO3)cc(Br)c1OCC
[62] O=C(CSC1=NS(=O)(=O)c2ccccc2N1)N1CCCCC1
[63] CCCCNC(=O)N1CCN(c2ccccc2OCC)CC1
[64] Cc1cc(C)cc(NC(=O)CN2C(=O)COc3ccc(S(=O)(=O)N4CCCC4)cc32)c1
[65] CC(=O)NC(CC(=O)NCc1ccncc1)c1ccccc1 (stereo not drawn)
[66] COC(=O)c1ccc(NC(=O)NS(=O)(=O)c2ccc(C)cc2)cc1
screen / no.,58,59,60,61,62,63,64,65,66
CXCR6 block,-1,3,-13,-2,-6,-5,-6,-3,-8
CCR6 antag,-6,8,-7,27,-4,8,-3,8,6
APJ ag,-6,2,1,1,2,-3,0,0,-3
Gli-Sufu antag,0,-2,-27,3,-9,-9,-4,0,1
ATG4B inhibitor,-2,-3,-59,12,7,1,3,-2,-16
EBI2 block,-18,-12,-16,-7,-4,0,3,-5,-4
UBC13 polyUb,5,-5,-4,8,-2,-4,3,2,7
APJ antag,7,4,-6,-10,22,9,-1,-3,-18
